COUP-TFII inh: inhibitors of human COUP-TFII (NR2F2); HEK293T NGFI-A luciferase reporter, luminescence; P24468; AID 686940; inhibition, % at 8.6 µM; actives 0.7% (n = 370,000);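 active = inhibition above a per-plate cutoff, mean inhibition of test wells between control levels plus 3 SD, cut at about 38% in these data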;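 also: cells cotransfected with COUP-TFII expression vector driving the NGFI-A reporter; 0% = median of COUP-TF2 test wells and 100% = reporter-only cells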
Target sequence (P24468 whole entry, looked up): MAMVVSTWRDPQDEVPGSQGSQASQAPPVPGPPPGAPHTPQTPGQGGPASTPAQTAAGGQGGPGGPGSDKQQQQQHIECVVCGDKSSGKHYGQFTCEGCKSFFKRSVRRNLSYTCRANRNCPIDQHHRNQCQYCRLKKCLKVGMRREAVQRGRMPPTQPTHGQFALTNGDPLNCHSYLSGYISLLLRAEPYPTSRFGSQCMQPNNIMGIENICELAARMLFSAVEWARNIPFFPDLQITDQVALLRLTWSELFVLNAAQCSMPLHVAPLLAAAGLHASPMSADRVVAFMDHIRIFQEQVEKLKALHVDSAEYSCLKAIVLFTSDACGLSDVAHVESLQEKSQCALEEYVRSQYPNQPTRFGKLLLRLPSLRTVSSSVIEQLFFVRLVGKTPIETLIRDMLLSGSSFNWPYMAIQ
TWEAK Fn14 block: TWEAK-Fn14 signaling inhibition. inhibition, % at 10 µM. actives 2% (n = 360,000). TWEAK-stimulated Fn14 reporter cells, luciferase luminescence, 8 h; in the data active = inhibition above about 50%
NCOA1 inh: inhibitors of human steroid receptor coactivator 1 (SRC1); Q15788; HEK293 GAL4-SRC1 luciferase reporter, luminescence; inhibition, % at 3.6 µM; actives 0.12% (n = 360,000);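 active = inhibition above the campaign mean plus 3 SD, with each screening campaign given its own cutoff, cut at about 60% in these data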;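 also: 0% = DMSO treated cells and 100% = gossypol at 36 µM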
LRH-1 inv ag: suppresses constitutive activity of human LRH-1; inhibition, % at 3.6 µM; HEK293T StAR-luciferase reporter, LRH-1 transfected, 24 h; O00482; actives 0.13% (n = 360,000);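 active = inhibition above the mean inhibition of all tested compounds plus 3 SD, cut at about 73% in these data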;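 also: 0% = DMSO wells and 100% = reporter-only cells lacking LRH-1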
Target sequence (O00482 whole entry, looked up): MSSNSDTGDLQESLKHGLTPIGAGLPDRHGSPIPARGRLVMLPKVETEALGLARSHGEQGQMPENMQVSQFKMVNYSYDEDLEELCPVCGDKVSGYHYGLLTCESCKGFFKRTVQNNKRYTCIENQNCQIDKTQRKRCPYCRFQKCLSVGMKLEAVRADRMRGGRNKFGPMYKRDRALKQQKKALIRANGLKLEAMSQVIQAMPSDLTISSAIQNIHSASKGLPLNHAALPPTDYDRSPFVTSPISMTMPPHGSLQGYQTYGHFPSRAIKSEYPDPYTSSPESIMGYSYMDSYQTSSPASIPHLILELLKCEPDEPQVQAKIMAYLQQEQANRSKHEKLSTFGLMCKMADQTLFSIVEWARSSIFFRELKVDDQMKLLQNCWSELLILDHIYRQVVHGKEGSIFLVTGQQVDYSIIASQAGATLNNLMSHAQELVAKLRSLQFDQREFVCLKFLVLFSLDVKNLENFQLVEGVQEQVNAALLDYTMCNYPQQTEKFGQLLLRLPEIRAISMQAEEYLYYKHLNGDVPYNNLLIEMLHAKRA
NCOA2 inhibitor: human SRC2 (NCOA2) inhibition. Q15596. HEK293 GAL4-SRC2 luciferase reporter, luminescence. inhibition, % at 9 µM. actives 0.17% (n = 370,000). AID 651957;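 active = inhibition above the mean inhibition of all tested compounds plus 3 SD, set per campaign, cut at about 52% in these data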;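 also: 0% = DMSO treated cells and 100% = cells given Gossypol at 36 µM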
NOD2-RIPK2 inh: NOD2-RIPK2 protein interaction inhibition. O43353. CHO BLA complementation NOD2-RIPK2, CCF4 ratio. inhibition, % at 4.98 µM. actives 0.38% (n = 360,000); in the data active = inhibition above about 21%;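 also: 0% = vehicle only and 100% = reference blocker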
ABHD5-PLIN5 inh: blocks binding of human ABHD5 to perilipin-5. Q00G26+Q8WTS1. Split G. princeps luciferase complementation, luminescence, 4 h. inhibition, % at 4 µM. actives 0.78% (n = 360,000);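 active = inhibition above the mean inhibition across every tested compound plus 3 SD, cut at about 22% in these data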;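 also: 0% = DMSO only wells and the 100% control is not disclosed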
TROY NFkB inh: inhibitors of TROY-dependent NF-kB signaling; inhibition, % at 10 µM; actives 0.98% (n = 360,000); Q293 LMP1-TROYcd NF-kB luciferase reporter, 4 h; AID 1347056;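 active = compounds whose plate-normalised and pattern-corrected inhibition of the luciferase reporter signal at the single screening dose is 50% or more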
Exocytosis inh: lytic granule exocytosis inhibition. AID 651702. actives 0.66% (n = 360,000). inhibition, % at 10 µM. TALL-104 LAMP-1 surface exposure, flow cytometry; cells stimulated with thapsigargin and PMA;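 active = inhibition above about 55%, limit read from the data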
SRC3 inh: human NCOA3 inhibition. inhibition, % at 3.6 µM. actives 0.17% (n = 360,000). AID 588352. Q9Y6Q9. HEK293 GAL4-SRC3 luciferase reporter, luminescence;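 active = inhibition above a per-campaign cutoff, the mean of all compounds plus 3 SD, cut at about 60% in these data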;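 also: 0% = DMSO-treated cells and 100% = gossypol-treated cells at 36 µM; higher means less SRC3-driven luciferase light from the GAL4 reporter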
TLR9-MyD88 inh: inhibitors of human TLR9-MyD88 binding; Q9NR96+Q99836; CHO BLA complementation TLR9-MyD88, CCF4 FRET ratio; inhibition, % at 4.98 µM; actives 0.21% (n = 340,000);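 active = inhibition above the mean over all tested compounds plus 3 SD, cut at about 21% in these data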;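 also: 0% = DMSO only wells and 100% = clavulanate BLA inhibitor control wells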
An asterisk follows results filed as active; . = not tested or not shown.

SMILES	COUP-TFII inh	TWEAK Fn14 block	NCOA1 inh	LRH-1 inv ag	NCOA2 inhibitor	NOD2-RIPK2 inh	ABHD5-PLIN5 inh	TROY NFkB inh	Exocytosis inh	SRC3 inh	TLR9-MyD88 inh
Cc1cc(NC(=O)c2cc([N+](=O)[O-])cc([N+](=O)[O-])c2)no1	14	4	-1	5	-11	-8	-2	-16	0	13	.
CC(CN1CCCCC1)OC(=O)c1cc2ccccc2o1 (stereo not given)	-8	-19	5	-8	-7	-2	4	-5	8	10	-6
NS(=O)(=O)c1ccc(NC(=O)c2ccc(Cl)c(S(=O)(=O)NCc3ccco3)c2)cc1	14	-4	11	-16	19	0	-17	-4	7	3	0
CCN(CC)c1nc(N)c2c(N)nc(OC)cc2c1C#N	19	5	7	-4	-12	-2	-19	-25	10	7	-4
Cc1ccc(S(=O)(=O)CC(C)N2CCOCC2)c(S(=O)(=O)CC(C)N2CCOCC2)c1 (stereo not given)	5	-1	7	-1	18	-4	-2	6	2	4	8
COc1ccc(S(=O)(=O)Nc2c(C)nc3nc[nH]n3c2=O)cc1	-4	-5	-53	-8	-40	-12	0	-3	1	5	19
O=C(NCCc1ccccc1)c1cccc([N+](=O)[O-])c1	-39	-37	-67	-51	-31	-10	-1	-67	-5	-31	2
CCOc1ccc(S(=O)(=O)N2CCCC(C(=O)NCc3ccccc3)C2)cc1 (stereo not given)	0	2	8	-1	12	1	-2	7	3	-21	8
COc1ccc(CNC(=O)COC(=O)c2ccc(Br)c(S(=O)(=O)N3CCOCC3)c2)cc1	-11	-17	-8	14	-21	11	13	-8	-4	21	-7
Cc1ccc(SCC(=O)OCC(=O)N(C)CC(=O)Nc2ccc(F)cc2)cc1C	5	-4	3	-1	-37	-6	4	-9	2	0	7
Cc1csc(N2CCCC2=O)n1	1	6	0	7	-4	5	3	11	-1	16	0
Cc1cc(C)c(C)c(S(=O)(=O)Nc2ccc3cn[nH]c3c2)c1C	25	42	1	22	12	-2	4	16	1	4	-10
COc1ccc(C2=NO[C@@H]3C(=O)N(c4c(C)cccc4C)C(=O)[C@H]23)cc1OC	-17	-11	6	-13	9	-3	-1	16	1	3	-2
Cc1c(C(=O)Nc2c(F)cc(F)cc2Br)sc2ncn(CC(=O)N3CCCC3)c(=O)c12	4	6	-14	-10	-4	-1	8	-5	-5	11	-3
CC(=O)Nc1ccc(NS(=O)(=O)c2ccc(C)cc2)cc1[N+](=O)[O-]	14	5	3	-3	-14	-14	-9	-18	12	-7	.
CC(SCC(=O)NC(C)C1CC2CCC1C2)C(=O)O (stereo not given)	0	-6	-4	-9	20	-10	3	3	-1	4	-12
Cc1ccccc1CN1CCN(C(C)C(=O)NNC(=O)c2ccc(F)cc2)CC1 (stereo not given)	-2	-1	-3	-8	-10	5	-2	2	0	1	6
CC(C)(C)CC(=O)Nc1ccc(-c2nnc3n2CCCCC3)cc1	13	-26	4	-7	-16	-9	-6	12	-8	-22	-4
Cc1ccc2[nH]c(O)c(N=NC(=O)C3CC3c3ccccc3)c2c1Br (stereo not given)	-7	-20	-7	1	-21	-3	-6	6	5	5	0
CCn1c(/C(C#N)=N/O)nc2ccccc21	6	4	5	12	-8	8	-5	6	4	23	6
COc1ccc(OC)c(NC(=O)COC(=O)CCS(=O)(=O)c2ccc(Cl)cc2)c1	3	14	-7	-12	-3	-3	5	-4	6	18	3
O=C(CCNC(=O)c1ccc(Cl)cc1)Nc1cc(C(F)(F)F)ccc1N1CCOCC1	3	-35	-14	8	0	16	6	-14	6	-8	-8
O=C(Nc1ccc(Cl)cc1F)c1cccc2ccccc12	-12	-38	-12	-69	-21	7	5	-29	0	-38	-1
FC(F)(F)c1ccccc1Nc1nccs1	-7	-5	-7	16	-5	0	-1	6	-5	-4	0
O=C(CN(Cc1ccco1)C(=O)CNS(=O)(=O)c1ccc(F)cc1)NCc1ccco1	-3	26	-83	1	-16	6	-7	11	6	8	-1
The list goes on:
SMILES	COUP-TFII inh	TWEAK Fn14 block	NCOA1 inh	LRH-1 inv ag	NCOA2 inhibitor	NOD2-RIPK2 inh	ABHD5-PLIN5 inh	TROY NFkB inh	Exocytosis inh	SRC3 inh	TLR9-MyD88 inh
C/C(=N\N=C(/N)SC1CC(=O)N(c2cccc(Cl)c2)C1=O)c1cccs1 (stereo not given)	10	0	-23	-9	3	1	1	0	4	9	2
CC1=C([N+](=O)[O-])C(c2ccc3c(c2)OCO3)N(C)C(=O)N1C (stereo not given)	6	13	-3	-13	-19	-1	-1	0	-13	3	-1
Cc1cccc(C)c1Nc1nnc(SCC(=O)c2ccc3c(c2)NC(=O)CO3)s1	11	-6	-18	-5	-3	0	-5	13	-5	-28	10
Cc1ccc(Nc2n[nH]c(=S)s2)cc1C	-21	-13	-111	-59	-46	-4	-12	-33	-4	-78	1
Cc1ccc(N2C(=O)C3C4C=CC(CC4)C3C2=O)cc1Br (stereo not given)	-9	19	-1	0	18	-10	3	-3	2	4	4
COc1cc(/C=C/C(=O)OCC(=O)N(C)CC(=O)Nc2ccc(F)cc2)ccc1OC(F)F	-2	-8	-8	3	-35	-7	2	-20	-6	17	6
CCOC(=O)c1c(C)[nH]c(C)c1C(=O)COC(=O)CCOc1ccccc1OC	-18	0	-13	0	-13	-10	2	-6	1	14	10
COc1ccccc1N(C1=NCCCS1)S(=O)(=O)c1ccc(C(C)(C)C)cc1	0	-13	15	21	9	-10	-3	14	18	29	3
COc1cccc(CN2CCC(C(=O)N3CCN(Cc4ccc5c(c4)OCO5)CC3)CC2)c1	8	8	-19	-1	1	-8	6	8	4	14	0
Cc1cc(Nc2ccccc2O)c2ccccc2n1	-16	-32	3	10	-10	-5	1	-8	8	8	.
COCc1cc(N2CCOCC2)nc(-c2ccccc2)n1	-21	2	-24	29	-18	7	1	-6	-1	12	7
CCCCC(NC(=O)CCc1c(C)c2cc3c4c(oc3c(C)c2oc1=O)CCCC4)C(=O)O (stereo not given)	33	43	6	16	38	-2	5	0	-6	7	-14
Cc1cc(C)cc(N(C(=O)c2ccccn2)C(C(=O)NC2CCCCC2)c2cccs2)c1 (stereo not given)	4	1	4	24	6	-2	-2	-6	0	17	-5
Cc1cc(N/N=C/c2ccccc2)nc(N2CCOCC2)n1	-10	-12	-20	-13	-40	-5	-3	6	-2	-19	.
CCc1ccc(CN(C)C(=O)c2ccc3c(c2)OCCO3)cc1	14	-37	15	-16	-46	3	-10	23	2	-2	-3
O=S(=O)(NCCNS(=O)(=O)c1ccccc1)c1ccccc1	-6	7	-2	-9	5	2	-8	9	2	21	7
CC1CN(Cc2cc(=O)[nH]c(C(C)C)n2)CC(C)O1 (stereo not given)	-4	12	10	18	2	0	-6	6	0	25	6
CCc1nnc(NS(=O)(=O)c2ccc(NC(=O)OC)cc2)s1	-12	25	-9	11	-9	-9	-5	-28	-4	3	2
CCOc1cc(N2CCOCC2)c(OCC)cc1NC(=O)c1ccc(S(=O)(=O)N2CC(C)OC(C)C2)cc1 (stereo not given)	-5	-28	0	14	20	-6	5	5	2	-8	-8
O=C(O)CCC(=O)N1CCC(C(=O)c2cccc(Cl)c2)CC1	2	-9	-1	5	2	-1	3	-19	0	8	10
COc1ccc(CN(Cc2cc3cc(C)ccc3[nH]c2=O)C(=O)N(C)C)cc1	10	-5	-22	-13	-29	-9	-5	1	1	9	10
COc1ccc(-n2nc3c(c2NC(=O)c2ccc4c(c2)OCO4)CS(=O)(=O)C3)cc1	6	-5	-20	12	-2	-3	10	-5	0	2	6
C=CCn1cc(C(=O)c2cc(Br)ccc2O)cc(C#N)c1=O	23	15	-14	1	-12	-1	1	5	-2	16	-6
COc1cc(CN2CCCC(CO)(Cc3cccc(Cl)c3)C2)cc(OC)c1O (stereo not given)	6	0	0	-11	5	7	0	7	31	-27	5
CC(C)(C)N1C(=O)c2ccccc2NC(=O)N1Cc1ccc(Br)cc1	0	-17	1	6	-2	-3	-3	12	0	13	-2
O=C(CSc1nnc2ccccn12)Nc1ccccc1Cl	-17	4	-5	-10	-19	-18	4	-20	-1	-13	-8
COc1ccc(CNC(=O)CSc2nnc(NC(=O)c3ccccc3F)s2)cc1	-26	6	-11	2	-15	-12	-4	-15	6	-22	-6
Cc1ccc(C)c(OCc2nnc(NC(=O)c3ccco3)s2)c1	29	8	9	5	-8	4	3	19	-4	7	3
COc1ccc(S(=O)(=O)NC(C)C(=O)N2CCCC2)cc1Cl (stereo not given)	-6	11	-17	-1	-2	-4	5	3	-4	-14	-8

An excerpt of these results, as a markdown table:
| molecule | COUP-TFII inh | TWEAK Fn14 block | NCOA1 inh | LRH-1 inv ag | NCOA2 inhibitor | NOD2-RIPK2 inh | ABHD5-PLIN5 inh | TROY NFkB inh | Exocytosis inh | SRC3 inh | TLR9-MyD88 inh |
| --- | --- | --- | --- | --- | --- | --- | --- | --- | --- | --- | --- |
| Cc1cc(NC(=O)c2cc([N+](=O)[O-])cc([N+](=O)[O-])c2)no1 | 14 | 4 | -1 | 5 | -11 | -8 | -2 | -16 | 0 | 13 | . |
| CC(CN1CCCCC1)OC(=O)c1cc2ccccc2o1 (stereo not given) | -8 | -19 | 5 | -8 | -7 | -2 | 4 | -5 | 8 | 10 | -6 |
| NS(=O)(=O)c1ccc(NC(=O)c2ccc(Cl)c(S(=O)(=O)NCc3ccco3)c2)cc1 | 14 | -4 | 11 | -16 | 19 | 0 | -17 | -4 | 7 | 3 | 0 |
| CCN(CC)c1nc(N)c2c(N)nc(OC)cc2c1C#N | 19 | 5 | 7 | -4 | -12 | -2 | -19 | -25 | 10 | 7 | -4 |
| Cc1ccc(S(=O)(=O)CC(C)N2CCOCC2)c(S(=O)(=O)CC(C)N2CCOCC2)c1 (stereo not given) | 5 | -1 | 7 | -1 | 18 | -4 | -2 | 6 | 2 | 4 | 8 |
| COc1ccc(S(=O)(=O)Nc2c(C)nc3nc[nH]n3c2=O)cc1 | -4 | -5 | -53 | -8 | -40 | -12 | 0 | -3 | 1 | 5 | 19 |
| O=C(NCCc1ccccc1)c1cccc([N+](=O)[O-])c1 | -39 | -37 | -67 | -51 | -31 | -10 | -1 | -67 | -5 | -31 | 2 |
| CCOc1ccc(S(=O)(=O)N2CCCC(C(=O)NCc3ccccc3)C2)cc1 (stereo not given) | 0 | 2 | 8 | -1 | 12 | 1 | -2 | 7 | 3 | -21 | 8 |
| COc1ccc(CNC(=O)COC(=O)c2ccc(Br)c(S(=O)(=O)N3CCOCC3)c2)cc1 | -11 | -17 | -8 | 14 | -21 | 11 | 13 | -8 | -4 | 21 | -7 |
| Cc1ccc(SCC(=O)OCC(=O)N(C)CC(=O)Nc2ccc(F)cc2)cc1C | 5 | -4 | 3 | -1 | -37 | -6 | 4 | -9 | 2 | 0 | 7 |
| Cc1csc(N2CCCC2=O)n1 | 1 | 6 | 0 | 7 | -4 | 5 | 3 | 11 | -1 | 16 | 0 |
| Cc1cc(C)c(C)c(S(=O)(=O)Nc2ccc3cn[nH]c3c2)c1C | 25 | 42 | 1 | 22 | 12 | -2 | 4 | 16 | 1 | 4 | -10 |
| COc1ccc(C2=NO[C@@H]3C(=O)N(c4c(C)cccc4C)C(=O)[C@H]23)cc1OC | -17 | -11 | 6 | -13 | 9 | -3 | -1 | 16 | 1 | 3 | -2 |

Source: PubChem (several laboratories)

This is a subset (hit frequency here may not be typical).
